# Source: PubChem (several laboratories)
# RPL19A TOR yeast: RPL19A-GFP expression modulators in yeast, primary screen, cell-based, S. cerevisiae, multiplex flow cytometry, MLPCN | S. cerevisiae RPL19A-GFP strain, 3 h; hits give low values | percent response vs DMSO, % at 10 µM | hit rate 0.3% among 330,000;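 active = percent response vs DMSO below 50%; inconclusive = fewer than 70 events counted for the yeast strain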;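 also: median channel GFP fluorescence of the barcoded RPL19A-GFP strain; ratio of sample median GFP to plate DMSO average so 100% = DMSO; lower means less RPL19A-GFP as with rapamycin TOR inhibition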
# MEP2-GFP yeast: modulators of MEP2-GFP levels in yeast, primary screen, S. cerevisiae, multiplex flow cytometry, MLPCN library | hit rate 0.51% among 330,000 | GFP response vs DMSO, % at 10 µM | S. cerevisiae MEP2-GFP strain, 3 h; 100% = DMSO control level;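 active = GFP response versus DMSO above a set limit, roughly screen mean plus 3 SD, cut at about 180% in these data; inconclusive = fewer than 70 cells counted for a yeast strain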;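 also: median GFP fluorescence of the barcode-gated MEP2-GFP cells per well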
# LAP4 TOR yeast: modulators of LAP4-GFP expression in yeast, primary screen, S. cerevisiae, multiplex flow cytometry, MLPCN library; hit rate 0.34% among 320,000; 3 h; median GFP as percent of DMSO wells; GFP response vs DMSO, % at 10 µM;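 active = GFP response vs DMSO above a set limit, about the screen mean plus 3 SD, cut at about 150% in these data; inconclusive = under 70 cell events counted for the yeast strain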
# procasp3 activ: activators of human procaspase-3 D3A mutant, primary screen, biochemical, absorbance, PC-3 D3A mutant, single concentration. recombinant procaspase-3 D3A, Ac-DEVD-pNA absorbance 405 nm. Caspase-3 (Homo sapiens), P42574. AID 463141, 2010. activation, % at 8.5 µM. hit rate 0.11% among 330,000;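 active = activation above the mean of all tested compounds plus 3 SD, cut at about 21% in these data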;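 also: 0% = DMSO alone and 100% = DMSO wells spiked with extra 5 µM PC-3 D3A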
# Target sequence (P42574 whole entry D9A/D28A/D175A): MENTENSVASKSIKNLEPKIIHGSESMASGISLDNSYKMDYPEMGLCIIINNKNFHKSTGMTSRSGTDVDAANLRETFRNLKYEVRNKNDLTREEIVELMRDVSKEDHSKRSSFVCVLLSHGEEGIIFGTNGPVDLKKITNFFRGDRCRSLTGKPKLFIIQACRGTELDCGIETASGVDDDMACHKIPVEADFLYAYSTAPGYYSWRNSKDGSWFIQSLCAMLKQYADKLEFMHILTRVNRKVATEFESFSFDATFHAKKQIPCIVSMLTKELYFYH
#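 Assay system – Procaspase-3 D3A mutant · Benchmarks – DMSO low control, extra-enzyme high control · Technique – 405 nm absorbance of p-nitroaniline, reads at 0 and 120 min · Doses – 8.5 µM nominal · Measure – % activation between DMSO and enzyme-spiked controls · Also added – Ac-DEVD-pNA chromogenic peptide substrate · Schedule – 1 h compound preincubation, 2 h substrate hydrolysis at 25 °C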
# proCasp7 act: procaspase-7 activators, primary screen, counter-screen for procaspase-3 activator project, biochemical, absorbance, HTS, human | Caspase-7 (Homo sapiens), P55210 | recombinant procaspase-7, Ac-DEVD-pNA absorbance 405 nm; D23A/D198A/D206A triple mutant, cannot self-cleave; scale: DMSO 0, 5 µM enzyme 100 | activation, % at 8.5 µM | hit rate 0.093% among 330,000 | AID 463210, 2010;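 active = percent activation above the screen-wide mean plus 3 SD, cut at about 25% in these data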
#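 Assay system – Uncleavable procaspase-7 mutant enzyme · Quantity – 2 µM procaspase-7 mutant as dispensed · Times – 1 h preincubation, 2 h reaction · Dosing – single nominal 8.5 µM compound dose, 0.8% DMSO final · Buffer or medium – Zinc-free 50 mM HEPES buffer, pH 7.4, with NaCl and Triton X-100 · Detection – Epi-absorbance of released pNA at 405 nm, two timepoints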
# AHR act: AHR activators, primary screen, cell-based, luminescence, luciferase reporter, human | Aryl hydrocarbon receptor (Homo sapiens), P35869 | AHR-responsive luciferase reporter cells | activation, % at 5 µM | hit rate 2.5% among 320,000 | AID 2796, 2010; in the data active = activation above about 47%;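 also: 0% = vehicle wells and 100% = reference agonist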
# Target sequence (P35869 whole entry, looked up): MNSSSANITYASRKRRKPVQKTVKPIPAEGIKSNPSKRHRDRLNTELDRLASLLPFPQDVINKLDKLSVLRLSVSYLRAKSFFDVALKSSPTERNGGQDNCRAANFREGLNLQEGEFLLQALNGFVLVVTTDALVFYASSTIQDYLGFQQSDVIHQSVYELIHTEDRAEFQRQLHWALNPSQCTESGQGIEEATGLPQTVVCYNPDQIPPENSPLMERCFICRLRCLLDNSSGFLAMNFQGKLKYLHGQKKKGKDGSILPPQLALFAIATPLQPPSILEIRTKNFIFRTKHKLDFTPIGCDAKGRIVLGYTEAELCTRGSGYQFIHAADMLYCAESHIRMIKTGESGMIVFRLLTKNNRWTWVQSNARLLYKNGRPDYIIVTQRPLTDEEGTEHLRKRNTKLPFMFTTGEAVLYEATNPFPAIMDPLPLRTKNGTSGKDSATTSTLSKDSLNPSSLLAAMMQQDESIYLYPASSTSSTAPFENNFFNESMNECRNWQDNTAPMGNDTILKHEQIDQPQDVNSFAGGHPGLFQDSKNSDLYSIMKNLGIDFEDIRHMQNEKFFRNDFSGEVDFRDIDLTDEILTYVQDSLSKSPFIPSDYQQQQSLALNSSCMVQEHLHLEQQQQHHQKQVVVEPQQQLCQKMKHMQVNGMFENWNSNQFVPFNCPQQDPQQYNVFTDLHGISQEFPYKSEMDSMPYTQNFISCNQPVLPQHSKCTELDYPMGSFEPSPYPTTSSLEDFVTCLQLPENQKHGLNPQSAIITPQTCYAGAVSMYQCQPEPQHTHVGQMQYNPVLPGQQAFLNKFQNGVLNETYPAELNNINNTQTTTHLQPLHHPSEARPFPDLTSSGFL
# Yeast superoxide: reduction of superoxide in aged yeast, primary screen, HTS | hit rate 0.18% among 330,000 | superoxide response (% of plate mean), % at 10 µM | S. cerevisiae aged cells, superoxide DHE fluorescence; hits give low values;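 active = superoxide response under a set limit, about three screen SD below normal, cut at about 65% in these data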;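 also: yeast aged for seven days with compound at 30 °C before DHE staining; 100% = average MFI of all compound-treated wells on the plate with controls excluded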
# JMJD2C inh: inhibitors of GASC-1 histone demethylase, primary screen, biochemical, fluorescence, DELFIA europium; GST-JMJD2C(1-420) H3K9me3 demethylation; inhibition, % at 2.35 µM; hit rate 0.069% among 330,000;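 active = more than half of a compound's replicate wells show inhibition beyond 50%, single wells judged on their own value; inconclusive = some, but no more than half, of replicates pass 50% inhibition; inactive = no replicate passes 50% inhibition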;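 also: signal counts dimethyl H3K9 product captured on neutravidin plate; 0% = median of DMSO wells and 100% = 0.3 times that DMSO median; strong numbers were not always called active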
# The depositor's hits bear a star; i = inactive; ? = inconclusive; / = no result given.
SMILES,RPL19A TOR yeast,MEP2-GFP yeast,LAP4 TOR yeast,procasp3 activ,proCasp7 act,AHR act,Yeast superoxide,JMJD2C inh
O=C(NCCc1nc2ccccc2[nH]1)/C(=C/c1ccco1)NC(=O)c1ccccc1Br,104,106,105,8,11,4,99,0
COc1ccc(CCNC(=O)CCn2c(=O)oc3ccccc32)cc1OC,98,98,102,9,10,2,90,45
O=C(CSc1n[nH]c(-c2cccnc2)n1)Nc1ccc([N+](=O)[O-])cc1Br,96,101,83,2,2,8,105,6
Cc1cc(NC(=O)COc2ccc3ccccc3c2Br)no1,95,95,101,-2,0,11,81,4
CCOC(=O)c1ccc(-n2c(N)c(C(=O)NCC3CCCO3)sc2=S)cc1 (stereo unspecified),103,100,114,-7,-6,0,114,2
CN(C(=O)CS(=O)(=O)c1cn(CC(=O)N2CCOCC2)c2ccccc12)c1ccccc1,94,100,89,6,-14,3,86,-3
Cc1cccc(C)c1OCC(=O)N/N=C/c1cc2c(cc1[N+](=O)[O-])OCO2,96,105,109,-4,4,2,98,32
O=C(Cn1nnc(-c2ccccc2)n1)OCc1csc(-c2ccccc2)n1,92,89,95,1,11,0,107,i
OCCC1CN(Cc2ccccc2OC2CCCC2)CCN1Cc1ccsc1 (stereo unspecified),108,106,93,-2,2,4,80,1
CC(=O)N1c2ccc(C)cc2C(c2ccccc2)CC1C (stereo unspecified),99,99,92,-17,3,0,102,-1
COc1ccc(NC(=O)CCN2C(=O)c3ccc([N+](=O)[O-])cc3C2=O)c(OC)c1,101,96,96,9,4,2,109,26
COc1ccc(N2CCN(C(=O)c3ccc4c(c3)NC(=O)C(CSCc3c(F)cccc3Cl)N4)CC2)cc1 (stereo unspecified),97,100,107,-3,3,-1,107,7
O=C(CCSCc1cccc(F)c1)NCCc1ccccc1,103,109,89,-2,-1,2,96,-17
CC(C)(C)N1C(=O)[C@H]2[C@@H](c3ccc(Br)cc3)N3C(=O)N(c4ccc(Br)cc4)C(=O)[C@@]3(Cc3ccccc3)[C@H]2C1=O,97,92,93,-4,-5,5,94,7
COc1ccc(NC(=O)CN2CCN(c3nc(-c4ccc(F)cc4)cs3)CC2)c(OC)c1,95,107,102,-7,-2,-1,107,1
Cc1cc(C(=O)COc2cccnc2[N+](=O)[O-])c(C)n1-c1ccccc1F,95,95,92,-15,-48,1,112,3
Cc1ccc(Cc2nnc(SCC(=O)Nc3ccccc3)n(N)c2=O)cc1,100,102,110,6,4,4,98,30
O=C(CN1C(=O)/C(=C2/SC(=S)N(CCS(=O)(=O)O)C2=O)c2ccccc21)Nc1cccc(C(F)(F)F)c1,97,106,100,-20,-18,2,84,7
Nc1nc(Cn2nnc(-c3ccccc3F)n2)nc(N2CCOCC2)n1,97,96,96,-14,-1,7,102,-2
O=C(NCC1CCC(C(=O)O)CC1)OCc1ccccc1 (stereo unspecified),98,97,96,4,0,-1,96,3
CCN(CC(=O)Nc1c(F)cccc1F)C(=O)c1n[nH]c2ccccc12,101,101,97,7,4,23,93,40
Cc1ccc(S(=O)(=O)CCNC(=O)Cc2ccc(Cl)cc2)cc1,99,102,117,-4,12,0,93,-12
O=C(Nc1ccc(N2CCOCC2)c(S(=O)(=O)Nc2ccccc2Cl)c1)c1ccc(F)cc1,102,106,93,6,-2,4,107,/
COc1cc(C(=O)N/N=C/c2ccccn2)cc(OC)c1OC,95,95,99,-4,-4,15,97,-4
COC(=O)c1ccccc1NCCO,103,98,92,5,1,0,86,5
CC(=O)Nc1ccc(-c2csc(NNC(=O)c3ccc(C)cc3)n2)cc1,99,90,109,-3,-8,13,121,-3
CCc1cc2c(CN3CCN(Cc4ccccc4)CC3)cc(=O)oc2cc1O,104,110,101,/,/,/,100,1
Cc1cc(C)cc(N(CC(=O)Nc2ccc(Br)cc2)S(=O)(=O)c2c(C)[nH]c(=O)[nH]c2=O)c1,100,100,94,1,6,1,77,9
NCc1cccc(-n2cccn2)c1,96,94,97,-1,6,0,77,10
Cc1ccc(C(=O)Cn2cc([N+](=O)[O-])nc2C)cc1,100,99,102,1,0,-2,82,-2
O=C(COC(=O)c1ccc2c(c1)OCCO2)Nc1cc(Cl)ccc1Cl,103,105,105,-4,10,1,100,2
O=C(COC(=O)c1ccccc1C(=O)c1ccc(Cl)c([N+](=O)[O-])c1)NC1CC1,105,111,102,-1,6,0,107,-37
CCOC(=O)c1c(N)sc(-c2ccccc2)c1C,96,96,100,-9,-10,0,94,3
O=C(c1cccc(S(=O)(=O)NCc2ccccc2)c1)N1CCN(c2ccccc2)CC1,97,98,95,17,10,-1,93,0
C=CCS/C(=N\n1cnc2ccccc2c1=O)N(CC)CC,99,108,102,-5,10,3,93,2
CN1CCN(NC(=O)c2cn(-c3ccccc3)nc2-c2cccc(Br)c2)CC1,90,94,84,0,4,-2,99,11
CCOC(=O)N1CCN(C(=O)c2ccc3c(c2)N(Cc2ccc(C)cc2)CCS3)CC1,96,94,93,-6,-4,-2,101,-7
O=C(N/N=C/c1ccc(N2CCOCC2)cc1)c1ccc(O)cc1,95,92,86,-10,-7,12,96,-1
COc1ccccc1NCC(O)COc1ccc(C(C)(C)C)cc1 (stereo unspecified),94,102,137,-4,-19,14,105,16
O=C1CN(C(=O)c2ccc(Br)o2)C(c2ccccc2)c2cc(Br)ccc2N1 (stereo unspecified),99,105,103,3,-4,70*,107,-15

# Full records, quoted from the list. Order of values: RPL19A TOR yeast | MEP2-GFP yeast | LAP4 TOR yeast | procasp3 activ | proCasp7 act | AHR act | Yeast superoxide | JMJD2C inh
# Record of `CCOC(=O)c1c(N)sc(-c2ccccc2)c1C` : 96 | 96 | 100 | -9 | -10 | 0 | 94 | 3
# Record of `O=C(c1cccc(S(=O)(=O)NCc2ccccc2)c1)N1CCN(c2ccccc2)CC1` : 97 | 98 | 95 | 17 | 10 | -1 | 93 | 0

# More compounds follow:
SMILES,RPL19A TOR yeast,MEP2-GFP yeast,LAP4 TOR yeast,procasp3 activ,proCasp7 act,AHR act,Yeast superoxide,JMJD2C inh
CCOc1c2ccc(C(=O)NCCCCc3ccccc3)cc2nn1CC,99,95,108,-5,6,4,102,?
CCn1c(SCC(=O)NC2CC2)nnc1-c1cccc(OC)c1,101,102,102,-4,6,-2,103,-7
CC1CCCN(C(=O)c2cc(-c3cccs3)nc3ccccc23)C1 (stereo unspecified),99,103,97,10,0,8,89,0
O=C(O)c1ccccc1-c1nc2ccccc2c(=O)[nH]1,102,102,105,0,-4,3,93,9
O=C(C1CCCCC1)N1CCC(c2nc3ccccc3[nH]2)CC1,99,100,99,-5,15,0,104,-5
Cc1ccc(Nc2nnc(-c3ccc(N4CCOCC4)c([N+](=O)[O-])c3)c3ccccc23)cc1,99,99,81,1,3,-1,97,-1
CSc1ncccc1C(=O)OCC(=O)N(C)C1CCS(=O)(=O)C1 (stereo unspecified),106,101,96,-7,-5,3,116,-12
O=C(CN1C(=O)NC2(CCCC2)C1=O)Nc1ccc(F)c(Cl)c1,103,107,95,7,4,1,94,-26
COc1ccccc1NC(=O)/C=C1\SCC(=O)N1C,100,101,91,8,4,22,104,4
O=C(O)c1cc(O)c2c(c1)C(=O)c1cc(O)cc(O)c1C2=O,102,96,102,3,-6,4,168,1
CCCN1CCN(C(=O)C(NC(=O)c2ccco2)C(C)C)CC1 (stereo unspecified),100,97,112,-1,2,1,88,-1
COc1ccccc1NC(=O)N1CCCC1C(=O)NCc1ccc2c(c1)OCO2 (stereo unspecified),95,95,96,3,6,-1,105,1
Cn1ccnc1-c1nnn(-c2ccc(F)cc2)n1,101,101,95,5,7,-1,98,2
COC(=O)c1cc2c(ccc3ccccc32)oc1=O,95,87,88,-3,-1,5,117,4
COc1ccc(C2=NO[C@@H]3C(=O)N(C4CCCCC4)C(=O)[C@H]23)cc1OC,96,93,99,4,-1,-3,104,6
O=C(CSc1nc2ccsc2c(=O)n1Cc1ccc(C(=O)O)cc1)NCC1CCCO1 (stereo unspecified),105,107,106,6,-7,2,94,-15
CN(c1c(C#N)c(C(F)(F)F)nn1C)N(S(C)(=O)=O)S(C)(=O)=O,99,112,113,3,-7,1,99,-10
NS(=O)(=O)c1ccc(NC(=O)COC(=O)CSc2n[nH]c(-c3ccccc3)n2)cc1,98,97,98,1,4,2,108,0
CCn1cc(/C=N/NC(=O)COc2cccc3cccnc23)c2ccccc21,110,105,102,2,-7,37,93,19
Cc1ccsc1CN(C)Cc1nc(C2CC2)no1,100,102,98,2,10,0,107,10
O=C(Nc1ccccc1)C1CCN(S(=O)(=O)c2cccs2)CC1,97,95,96,3,5,0,95,/
COCCCN(CC(=O)Nc1ccc(N2CCOCC2)cc1)S(=O)(=O)c1ccccc1,98,92,97,12,0,3,92,-16
Cc1ccc(S(=O)(=O)c2nc(S(=O)(=O)c3ccccc3)sc2N2CCN(C)CC2)cc1,110,111,98,5,0,-2,96,-7
COCCn1c(C)cc(C(=O)COC(=O)/C=C/c2c(C)nn(C3CCS(=O)(=O)C3)c2Cl)c1C (stereo unspecified),104,105,112,15,5,-4,109,-17
NC(=O)/C(=C/c1ccc2c(c1)OCO2)NC(=O)c1ccco1,99,89,96,-3,0,0,84,-7
Cc1cc(C(=O)Nc2ccc3c(c2)OCCO3)c(C)o1,91,98,97,0,4,8,123,-1
Cc1nc2ccccc2c(=O)n1NC(=O)c1ccccc1Br,121,114,108,4,0,1,111,3
O=C(Cn1nnc2ccccc21)OCC(=O)c1ccc(Cl)cc1,97,99,101,3,-3,2,101,14
CCOC(=O)N1CCN(S(=O)(=O)c2ccc(C)c([N+](=O)[O-])c2)CC1,90,95,100,-6,-2,2,107,0
O=C1OCCN1/N=C/c1ccc([N+](=O)[O-])o1,105,98,113,-8,-14,1,109,-5
CCS(=O)(=O)c1ccccc1C(=O)NC1CCCc2ccccc21 (stereo unspecified),102,107,101,9,0,4,93,0
O=C1CC(Sc2ncn[nH]2)C(=O)N1c1ccccc1 (stereo unspecified),98,100,116,-35,-20,0,90,i
CCCCCc1nc(N)c(C#N)c(-c2ccco2)c1CCCC,102,102,90,-7,3,4,111,6
COC(=O)c1ccc(/C=N/NC(=O)c2ccccc2Cl)cc1,96,93,90,0,-5,11,105,11
COc1nonc1NCn1nc(C)cc1C,95,94,93,-6,1,13,98,-24
COc1cccc2c(=O)c(C/C=C(/C)Cl)c(C)[nH]c12,95,100,99,0,3,20,92,5

# Records listed so far printed as active in AHR act:
Molecule	RPL19A TOR yeast	MEP2-GFP yeast	LAP4 TOR yeast	procasp3 activ	AHR act	JMJD2C inh
O=C1CN(C(=O)c2ccc(Br)o2)C(c2ccccc2)c2cc(Br)ccc2N1 (stereo unspecified)	99	105	103	3	70*	-15
